Bioassay records from PubChem.
CendR NRP1 mod: modulators of CendR peptide binding to NRP-1, primary screen, biochemical, fluorescence polarization, uHTS. inhibition, % at 25 µM. 360,000 compounds, 0.85% hits. FAM-RPARPAR peptide binding to NRP-1. Neuropilin-1 (Homo sapiens), O14786;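 active = inhibition or corrected inhibition above about 18%, plus a signal ratio from 0.5 to 1.5, limit read from the data, passing the limit was not always enough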; note: strong numbers were not always called active
STEP block: STEP phosphatase inhibitors, primary screen, biochemical, fluorescence intensity, uHTS; Tyrosine-protein phosphatase non-receptor type 5 (Homo sapiens), P54829; recombinant STEP, OMFP fluorogenic substrate; inhibition, % at 20 µM; 360,000 compounds, 0.25% hits;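 active = inhibition at 20 µM, scaled per plate between control wells, above about 37%, limit read from the data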;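 note: 0% = DMSO with enzyme and substrate and 100% = substrate only without enzyme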
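System: STEP phosphatase, cell-free reaction; Buffer or medium: Bis-Tris pH 6.0 buffer with DTT, detergent; Incubation: 20 min at room temperature, dark; Measured by: fluorescence, 480/540 nm.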
NadD block: inhibitors of S. aureus NadD, primary screen, biochemical, colorimetric, uHTS. purified NadD enzyme, colorimetric absorbance read-out. inhibition, % at 20 µM. 360,000 compounds, 0.78% hits; in the data active = inhibition above about 26%; note: some compounds past the cut are filed as inactive
SKN-1 inh: suppressors of acrylamide-induced Pgst-4::GFP reporter in worms, primary screen, SKN-1 inhibitor project, whole organism, uHTS, GFP/RFP fluorescence ratio, strain VP596 | AID 624304, 2012 | C. elegans VP596 Pgst-4::GFP/RFP ratio, 24 h | 360,000 compounds, 0.49% hits | inhibition, % at 21.8 µM;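 active = interference check ratio from 0.5 to 1.5 plus GFP to RFP signal ratio inhibition reaching or exceeding a fixed threshold, cut at about 30% in these data, passing the limit was not always enough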; note: some compounds called inactive have numbers as strong as hits
TbMetRS inhib: T. brucei MetRS inhibitors, primary screen, biochemical, luminescence | inhibition, % at 11.9 µM | AID 624268, 2012 | methionyl-tRNA synthetase (Trypanosoma brucei brucei) | 360,000 compounds, 0.4% hits | purified T. brucei MetRS, ATP depletion, Kinase-Glo luminescence;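 active = inhibition above a per-plate cutoff of the control wells' mean inhibition plus 3 SD, cut at about 5.5% in these data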;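 note: 0% = DMSO wells median and 100% = median of wells with control inhibitor compound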
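Material: T. brucei methionyl-tRNA synthetase, purified; reagent: substrates ATP, L-methionine and bulk Escherichia coli tRNA; dosing: 11.9 µM single point; timing: 15 min plus 2 h at 25 °C; detection: luminescence of leftover ATP; evaluation: % inhibition; control set: DMSO-only wells as low control; replicates: singlicate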
Neddyl block: inhibitors of cullin neddylation, primary screen, biochemical, TR-FRET, uHTS, NAE and Ubc12 | AID 651699, 2012 | calls only at 25 µM | 360,000 compounds, 0.58% hits | NEDD8-conjugating enzyme Ubc12 (Homo sapiens) + NEDD8-activating enzyme E1 regulatory …; in the data active = inhibition above about 36%
Target sequence (P61081 whole entry, looked up): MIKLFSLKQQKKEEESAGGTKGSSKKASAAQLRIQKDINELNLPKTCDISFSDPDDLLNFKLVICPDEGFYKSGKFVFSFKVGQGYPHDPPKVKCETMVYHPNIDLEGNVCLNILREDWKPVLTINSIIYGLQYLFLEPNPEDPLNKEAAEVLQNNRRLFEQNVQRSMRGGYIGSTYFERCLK
Target sequence (Q13564 whole entry, looked up): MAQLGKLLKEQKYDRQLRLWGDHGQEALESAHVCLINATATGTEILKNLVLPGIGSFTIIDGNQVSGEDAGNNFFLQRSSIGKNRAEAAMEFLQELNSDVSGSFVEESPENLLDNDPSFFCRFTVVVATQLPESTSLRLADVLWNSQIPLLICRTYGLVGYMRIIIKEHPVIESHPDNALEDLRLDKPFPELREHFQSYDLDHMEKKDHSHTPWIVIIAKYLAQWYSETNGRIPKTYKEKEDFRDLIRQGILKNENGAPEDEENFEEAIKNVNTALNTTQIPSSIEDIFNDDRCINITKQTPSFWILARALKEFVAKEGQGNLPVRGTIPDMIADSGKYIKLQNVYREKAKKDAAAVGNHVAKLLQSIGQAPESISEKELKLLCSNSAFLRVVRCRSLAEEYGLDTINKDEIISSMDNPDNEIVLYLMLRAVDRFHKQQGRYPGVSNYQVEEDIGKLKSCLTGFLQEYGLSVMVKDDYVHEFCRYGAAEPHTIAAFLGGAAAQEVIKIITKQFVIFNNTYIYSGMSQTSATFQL
LMPTP inh: LMPTP phosphatase inhibitors, primary screen, biochemical, fluorescence intensity, uHTS | Low molecular weight phosphotyrosine protein phosphatase (Homo sapiens), P24666 | recombinant LMPTP-A, OMFP fluorogenic substrate | inhibition, % at 20 µM | 360,000 compounds, 0.22% hits | AID 651560, 2012;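 active = compounds that cut the enzyme signal by at least half of the control window in the single-dose screen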;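 note: plate controls were DMSO wells with enzyme plus substrate for no effect and substrate without enzyme for full effect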
Target sequence (P24666 whole entry, looked up): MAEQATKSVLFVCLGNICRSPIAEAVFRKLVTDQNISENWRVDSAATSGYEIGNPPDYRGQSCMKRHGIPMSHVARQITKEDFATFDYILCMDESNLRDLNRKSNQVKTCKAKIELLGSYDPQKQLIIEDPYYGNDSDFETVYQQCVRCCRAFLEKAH
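test system = LMPTP-A | amount = 0.625 nM LMPTP-A final | reagent = fluorogenic phosphatase substrate OMFP at 400 µM final | incubation = 50 min at room temperature | benchmarks = no-enzyme low control, uninhibited high control | medium = Bis-Tris pH 6.0, DTT, detergent | signal = fluorescence intensity of OMFP turnover product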
DNMT1 inh: human DNMT1 methyltransferase inhibitors, primary screen, biochemical, molecular beacon, fluorescence, HinP1I cleavage, uHTS; DNA (cytosine-5)-methyltransferase 1 (Homo sapiens), P26358; AID 588458, 2011; 360,000 compounds, 0.83% hits; inhibition (reported as % activation of signal), % at 10 µM; in the data active = inhibition above about 50%
Scp1 inh: Scp-1 phosphatase inhibitors, primary screen, biochemical, colorimetric, uHTS. Carboxy-terminal domain RNA polymerase II polypeptide A small phosphatase 1 (Homo …. Recombinant Scp1, phosphopeptide, malachite green phosphate absorbance. inhibition, % at 20 µM. 340,000 compounds, 0.88% hits. AID 493091, 2011;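 active = inhibition above about 50% at 20 µM, limit read from the data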;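 note: plate controls were DMSO wells with enzyme for no effect and wells lacking enzyme for full effect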
Target sequence (Q9GZU7 76-261 limits assumed): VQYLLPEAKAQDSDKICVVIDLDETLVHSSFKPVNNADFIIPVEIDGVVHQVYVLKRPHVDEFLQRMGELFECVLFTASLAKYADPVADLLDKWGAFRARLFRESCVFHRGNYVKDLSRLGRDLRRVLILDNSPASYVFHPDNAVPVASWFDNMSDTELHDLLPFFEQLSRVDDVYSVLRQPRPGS
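Material – SCP-1 phosphatase catalytic domain, residues 76-261 · Buffer or medium – Acidic Tris acetate buffer with magnesium and detergent · Also added – Phospho 17-mer peptide substrate · Compound – single 20 µM dose, 1% DMSO · Times – 45 min room-temperature reaction, 5 min colour, 30 min stabiliser · Technique – Phosphate-binding colour reagent, absorbance read at 630 nm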
SUMO1 PPI mod: modulators of SUMO1 protein-protein interactions, primary screen, biochemical, uHTS; 360,000 compounds, 0.33% hits; AID 602429, 2012; inhibition, % at 20 µM; Small ubiquitin-related modifier 1 (Homo sapiens), P63165; SUMO1 binding to a labelled peptide, TR-FRET, 1 h; in the data active = inhibition above about 37%
Starred values were filed as active, the others as inactive; i = inactive; . = not tested or not shown.

SMILES | CendR NRP1 mod | STEP block | NadD block | SKN-1 inh | TbMetRS inhib | Neddyl block | LMPTP inh | DNMT1 inh | Scp1 inh | SUMO1 PPI mod
CCc1ccccc1NC(=O)C1CCN(C(=O)N2CCOc3ccccc32)CC1 | 2 | -3 | 0 | -5 | -0.9 | i | -0.7 | 1 | -5 | -3
CC1C(=O)N2CCCc3cc(S(=O)(=O)N4CCN(c5ccc(F)cc5)CC4)cc1c32 (centres undefined) | 10 | 2 | 0 | 6 | -0.2 | i | 0.1 | -2 | -3 | 5
CC(O)c1ccc2c(c1)OCCOCCN(C)CCOCCO2 (centres undefined) | 11 | 1 | 1 | 7 | -0.5 | i | -1.4 | 0 | -1 | 2
CCOc1ccccc1Nc1ncccc1C(=O)O | 0 | -2 | 3 | 14 | -1.0 | i | -1.7 | 21 | -6 | 1
O=C(CSc1nc(-c2ccccc2Cl)ns1)Nc1ccc2c(c1)OCO2 | 0 | 0 | -8 | 4 | -0.3 | i | 0.7 | -10 | -8 | -1
COc1ccc(CN(CC(=O)NCc2ccc(F)cc2)C(=O)c2ccco2)cc1 | 12 | -2 | -7 | 3 | -0.6 | i | 0.6 | 0 | 1 | 4
Cc1ccc(NS(=O)(=O)c2cc3c(cc2C)NC(=O)CO3)cc1 | -1 | -5 | -4 | 12 | -0.2 | i | -0.2 | -3 | -9 | -2
NC(=O)c1ccsc1NC(=O)COC(=O)CSc1ccc(Cl)cc1 | 3 | -1 | -5 | -2 | -0.8 | i | 4.3 | -2 | -5 | 5
Cc1ccc(Cc2c(C3CCCCC3)nc3ccc(Cl)cn23)cc1 | -6 | -1 | -3 | -5 | -1.2 | i | 0.7 | 8 | . | 2
Cc1ccc(SCc2nn(C)c(Cl)c2C=O)cc1 | -1 | 2 | 1 | 2 | -0.1 | i | -1.0 | 0 | -3 | -1

Just CendR NRP1 mod and SKN-1 inh (two entries from above):
canonical_smiles | CendR NRP1 mod | SKN-1 inh
Cc1ccc(Cc2c(C3CCCCC3)nc3ccc(Cl)cn23)cc1 | -6 | -5
Cc1ccc(SCc2nn(C)c(Cl)c2C=O)cc1 | -1 | 2

New compounds follow
SMILES | CendR NRP1 mod | STEP block | NadD block | SKN-1 inh | TbMetRS inhib | Neddyl block | LMPTP inh | DNMT1 inh | Scp1 inh | SUMO1 PPI mod
O=C(N/N=C/c1ccccc1C(=O)O)C(=O)N1CCCCC1 | 7 | -1 | -7 | -1 | -1.8 | i | -0.5 | 0 | -4 | 0
O=S(=O)(Nc1ccc(Cl)c(Cl)c1)N1CCOCC1 | -8 | -3 | -4 | 15 | -0.1 | i | 2.7 | -1 | -2 | 0
C#CCNC(=O)C1=C[C@H](c2cn(C(C)=O)c3ccccc23)[C@@H](CCCO)[C@H](OCC)O1 | -2 | -1 | -2 | 0 | -0.1 | i | 0.4 | 0 | -3 | -3
O=C(NC(=S)N(CCCCO)C1CCCCC1)c1sc2ccccc2c1Cl | -8 | 18 | 12 | 5 | -1.2 | i | 1.1 | 7 | -5 | 33
CC1CCN(S(=O)(=O)c2ccc3c(c2)N(CC(=O)NCc2cccnc2)C(=O)CS3)CC1 | -3 | -3 | 1 | 13 | -0.3 | i | -0.2 | -1 | 7 | 3
CC1CC(C)CN(C(=O)Cn2c(=O)c3cccn3c3cccnc32)C1 (centres undefined) | -20 | 0 | -5 | 8 | -0.4 | i | -1.4 | 7 | 7 | 2
CCN(C[C@H]1N[C@@](CC)(C(=O)OC)[C@H]2C(=O)N(C)C(=O)[C@@H]12)S(=O)(=O)c1ccc(OC(F)(F)F)cc1 | -10 | 3 | -1 | -5 | -2.2 | i | -0.9 | 6 | 4 | -3
O=C(O)C1=C2C(=O)Nc3cccc(c32)C2(C1)C(=O)Nc1ccccc12 (centres undefined) | -35 | 1 | 2 | 36* | 0.2 | i | -0.8 | -4 | . | -3
CCc1ccc(CN(C)C(=O)c2cc(COc3c(F)cccc3F)on2)cc1 | 1 | 1 | 8 | 10 | -0.3 | i | 3.8 | 2 | -11 | -1
CC(Sc1ccc(S(=O)(=O)N2CCCCC2)cn1)C(N)=O (centres undefined) | 4 | -2 | 6 | 12 | -0.3 | i | 0.2 | 3 | . | 1
COc1ccc2nc3sc(C(=O)N4CCN(C)CC4)cc3cc2c1 | 1 | 2 | -2 | 4 | -1.3 | i | 1.6 | 1 | -14 | -23
O=C(CSc1cccc[n+]1[O-])Nc1ccccc1Oc1ccccc1 | -2 | 3 | -7 | -5 | -0.1 | i | -1.9 | 1 | -5 | 3
CCC1CC(C(=O)O)CC(=O)N1 (centres undefined) | 3 | -2 | -5 | -3 | -1.3 | i | -0.4 | -1 | . | -1
Cc1cccc(C)c1NC(=S)N(Cc1ccccc1)Cc1cccs1 | -7 | 2 | -6 | 0 | -0.3 | i | 0.4 | 2 | -11 | 1
O=C(COC(=O)Cn1cnc2ccccc2c1=O)NCc1ccccc1Cl | 7 | 2 | 3 | -6 | 2.4 | i | 0.2 | 1 | 2 | 3
NC(=O)c1cc(-c2ccccc2)nc2ccc(Br)cc12 | -7 | 2 | 2 | 9 | 3.0 | i | 2.1 | -4 | -7 | -4
CCOC(=O)n1n[n+]([O-])c2ccccc21 | -12 | -2 | -3 | -2 | 0.9 | i | -2.5 | 2 | 1 | 1
CCCCN1C(=O)Cc2c1nc(N)c1c(N)nc(N(CCC)CCC)c(C#N)c21 | -11 | 6 | 14 | -17 | -1.4 | i | 3.2 | 2 | 5 | 14
CCCCn1c(CCl)nc2cc(S(=O)(=O)N3CCOCC3)ccc21 | 4 | 0 | -3 | -18 | -0.6 | i | -0.9 | 1 | -2 | -1
O=C(NCCCn1ccnc1)c1noc2c1CCCC2 | 4 | 2 | 0 | 1 | -0.6 | i | -3.6 | -1 | -2 | -4
O=C(COC(=O)Cc1cn2ccsc2n1)NCc1ccc2c(c1)OCO2 | 8 | 1 | 4 | 33 | 0.2 | i | 4.6 | -3 | 0 | -1
Cc1ccc(/C=N/NC(=O)c2cccnc2)o1 | 1 | -6 | 2 | 9 | 0.5 | i | 1.0 | 0 | -3 | -14
COCCN1CCn2c(nc3cc([N+](=O)[O-])ccc32)C1 | -15 | -3 | 0 | 9 | -0.2 | i | -1.1 | -4 | -5 | -20
CCN(CC)S(=O)(=O)c1cc(NC(=O)CNc2c(C)n(C)n(-c3ccccc3)c2=O)ccc1C | 0 | 0 | -2 | 9 | 2.3 | i | -0.2 | -6 | -2 | -3
CN1CCN(c2ccccc2NC(=O)Cc2cn(C)c3ccccc23)CC1 | -2 | 1 | 8 | 3 | -1.0 | i | -0.5 | 0 | -7 | 3
CC1(C)Cc2c(sc3[nH]c(=O)n(CC(=O)NCC4CCCO4)c(=O)c23)CO1 (centres undefined) | 2 | -1 | 3 | -2 | -0.2 | i | -0.2 | 0 | -1 | 0
CCOC(=O)c1cnc2[nH]c3ccccc3n2c1=O | 12 | 0 | -5 | -2 | -1.0 | . | -0.2 | 3 | -8 | 0
Cn1cnnc1Sc1cc(N2CCN(S(=O)(=O)c3ccc(Cl)c(Cl)c3)CC2)ccc1[N+](=O)[O-] | -5 | 4 | 42* | 12 | -0.9 | i | 1.6 | -1 | -2 | -17
Cc1cc2c(=O)n(C)c(SCC(=O)c3cc4ccccc4o3)nc2s1 | -4 | 4 | -7 | 15 | -0.2 | i | 4.3 | -6 | -14 | -16
CSc1ccccc1NC(=O)CN1CC(C)OC(C)C1 (centres undefined) | -1 | 0 | -1 | 2 | -0.3 | i | -1.4 | -4 | 1 | -2

Some values from the entries so far:
Under STEP block, `COCCN1CCn2c(nc3cc([N+](=O)[O-])ccc32)C1` has the entry -3
Under DNMT1 inh, `Cc1cc2c(=O)n(C)c(SCC(=O)c3cc4ccccc4o3)nc2s1` has the entry -6
Under TbMetRS inhib, `Cn1cnnc1Sc1cc(N2CCN(S(=O)(=O)c3ccc(Cl)c(Cl)c3)CC2)ccc1[N+](=O)[O-]` has the entry -0.9
Under CendR NRP1 mod, `CCN(CC)S(=O)(=O)c1cc(NC(=O)CNc2c(C)n(C)n(-c3ccccc3)c2=O)ccc1C` has the entry 0

Further structures follow.
SMILES | CendR NRP1 mod | STEP block | NadD block | SKN-1 inh | TbMetRS inhib | Neddyl block | LMPTP inh | DNMT1 inh | Scp1 inh | SUMO1 PPI mod
CC(C)OC(=O)c1nnc(-c2ccccc2)nc1OC(C)C | -4 | 1 | -3 | 9 | -0.9 | i | -0.5 | -1 | -4 | -9
CC(C)N(C(=O)CN1CCN(S(=O)(=O)c2ccc(Br)s2)CC1)C(C)C | -2 | -4 | 4 | -24 | -0.1 | i | -0.7 | 1 | -5 | -6
CC1CN(C(=O)c2ccccc2)c2ccccc2NC1=O (centres undefined) | -7 | -1 | 2 | 11 | 0.5 | i | 0.1 | 0 | 1 | 2
O=C(O)/C=C/C(=O)OC1CC2CCC1C2 (centres undefined) | 16 | 0 | -1 | 3 | 0.3 | i | -0.5 | 6 | -9 | -2
Cc1cccc(NC2=C(Cl)C(=O)OC2NC(=O)c2ccccc2)c1 (centres undefined) | -2 | -1 | 7 | 3 | -0.4 | i | 0.3 | 0 | -3 | 0
Cc1ccc(CNC(=O)Nc2cccs2)cc1 | 9 | 0 | 5 | 5 | 0.4 | i | 0.0 | -5 | -3 | 0
CCC(C)(C)n1nnnc1C(c1ccc(O)c(OC)c1)N1CCN(c2nc3ccccc3s2)CC1 (centres undefined) | -1 | -2 | 1 | 12 | -1.3 | i | 0.5 | -5 | -8 | -2
CSc1ccc(C2CC(=O)Nc3nc(SC)[nH]c(=O)c32)cc1 (centres undefined) | -6 | 2 | 0 | 6 | 0.3 | i | -0.1 | 1 | -5 | 0
Cc1ccc(S(=O)(=O)NCC2NCCc3ccccc32)cc1 (centres undefined) | 8 | 0 | 3 | 0 | -0.3 | i | -0.2 | -7 | -3 | 1
Cc1ccc(C(=O)c2cc(C)sc2N)cc1 | -1 | -1 | -1 | 5 | -0.3 | i | 0.5 | -4 | 32 | -11
Cn1cccc1C(=O)NC(=O)CSc1nc2ccccc2s1 | -13 | 4 | 6 | 16 | -0.1 | i | 0.9 | 4 | -5 | 1
